PKA-R1A activ = activators of PKA-R1A complex; P00514+P68181; PKA-R1A dissociation, Cy5-IP20 fluorescence polarization; scaled: DMSO 0%, 113 µM cGMP 100%; activation, % at 11.4 µM; 340,000 compounds, 0.083% hits;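 active = percent activation above the mean of all tested compounds plus 3 SD, cut at about 19% in these data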;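 also: higher means more PKAc released from R1A so a rise in polarization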
AddAB inh = less growth of phage-infected E. coli with AddAB; inhibition, % at 11.9 µM; 330,000 compounds, 0.29% hits; E. coli expressing H. pylori AddAB, absorbance growth; in the data active = inhibition above about 12%;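 also: 0% = vehicle wells of infected cells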
HTR5A inv ag = inverse agonist of human HTR5A in OPRM1-OPRD1 counter-screen; HTR5A cell line, luminescence, inverse agonism; inhibition, % at 9.3 µM; 340,000 compounds, 0.083% hits; AID 504634; in the data active = inhibition mostly above about 23%, no sharp cut-off; inactive = mostly below about 18%;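 also: 0% = cells with DMSO and 100% = no-cell wells with DMSO; some compounds called inactive have numbers as strong as hits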
PKA-R2B activ = PKA-R2B complex activation | PKA-R2B holoenzyme dissociation, Cy5-IP20 fluorescence polarization; R2B truncated from residue 108, S112A mutant; 0% DMSO only, 100% 113 µM cGMP | activation, % at 11.4 µM | 340,000 compounds, 0.079% hits | P22694+P31323 | AID 504700;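 active = activation above a cutoff set at the mean over all compounds plus 3 SD, cut at about 18% in these data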;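 also: higher means more holoenzyme dissociation and a rise in polarization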
Target sequence (P31323 whole entry, looked up, other chains not shown, the tested form may be a part): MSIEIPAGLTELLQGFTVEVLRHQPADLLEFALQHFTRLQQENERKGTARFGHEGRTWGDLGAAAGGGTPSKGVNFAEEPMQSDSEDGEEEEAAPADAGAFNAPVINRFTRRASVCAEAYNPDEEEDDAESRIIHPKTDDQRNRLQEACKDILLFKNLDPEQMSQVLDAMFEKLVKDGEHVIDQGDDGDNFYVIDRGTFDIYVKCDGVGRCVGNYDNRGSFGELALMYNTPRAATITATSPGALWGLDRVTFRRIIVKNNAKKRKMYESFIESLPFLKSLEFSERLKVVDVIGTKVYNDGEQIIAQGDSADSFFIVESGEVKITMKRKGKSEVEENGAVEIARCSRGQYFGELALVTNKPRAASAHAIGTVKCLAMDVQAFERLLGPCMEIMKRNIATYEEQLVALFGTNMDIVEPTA
phage Ecoli inh = E. coli growth loss with phage present; 360,000 compounds, 0.26% hits; inhibition, % at 11.9 µM; growth absorbance; in the data active = inhibition above about 11%
E coli growth = reduces bacterial viability in AddAB counter-screen | inhibition, % at 11.9 µM | 330,000 compounds, 0.27% hits | AID 449728 | E. coli V3065 growth, OD600 absorbance, 18 h;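 active = inhibition above the campaign's mean inhibition across all tested compounds plus 3 SD, cut at about 9.9% in these data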;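 also: uninfected addAB+ strain grown without phage in ampicillin broth; 0% = DMSO wells and 100% = ciprofloxacin 0.95 µg/ml wells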
Mot1-301 SUMO = SUMOylation pathway inhibition by Mot1-301 growth rescue; 320,000 compounds, 1% hits; growth rescue, % at 18.8 µM; S. cerevisiae Mot1-301 growth rescue, ATP luminescence, 38.5C; percent above DMSO median, 100 means doubled;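 active = every valid replicate shows activation above 250% relative to neutral control wells; inactive = the rest, any valid replicate at or below 250%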;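 also: OY570 slx delta 5 strain wells were the positive control but not used for scaling; some compounds called inactive have numbers as strong as hits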
CDK5 inh = CDK5/p35 (human) kinase inhibition; Q00535+Q15078; Recombinant CDK5/p35, ADP-Glo luminescence, 60 min; inhibition, % at 10 µM; 330,000 compounds, 0.01% hits; AID 488839;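 active = highest replicate inhibition of at least 50% and at least 75% of replicates reaching 50%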;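 also: plate controls were DMSO neutral control for no effect and GW8510 at 10 µM for full effect; many of its hits are not listed in these tables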
HTR5A ag ctr = counter-screen for OPRM1-OPRD1 agonists: human HTR5A agonism | HTR5A agonist assay, luminescence, cell-based | 340,000 compounds, 0.61% hits | P47898 | AID 504692 | activation, % at 9.3 µM; in the data active = activation mostly above about 9.5%, no sharp cut-off; inactive = mostly below about 7.6%;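 also: 0% = cells with vehicle only and 100% = reference agonist; strong numbers were not always called active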
Tat transport = E. coli Tat transport inhibition | 340,000 compounds, 0.036% hits | E. coli MC4100 TorA-mCherry Tat export, fluorescence | inhibition, % at 10 µM | AID 488895;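 active = mean replicate inhibition at least 50% and at least half of replicates individually reaching 50%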;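 also: exported cargo escapes ClpAP degradation while cytoplasmic cargo is degraded and loses fluorescence; 0% = median of neutral control wells and 100% = median of NaSCN control wells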
DAGLB inh = diacylglycerol lipase beta (human) inhibition; Q8NCG7; HEK293T DAGLB membrane lysate, EnzChek fluorogenic substrate; inhibition, % at 5.17 µM; 340,000 compounds, 0.059% hits; in the data active = inhibition above about 34%;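 also: 0% = enzyme with vehicle and 100% = wells lacking enzyme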
Target sequence (Q8NCG7 whole entry, looked up): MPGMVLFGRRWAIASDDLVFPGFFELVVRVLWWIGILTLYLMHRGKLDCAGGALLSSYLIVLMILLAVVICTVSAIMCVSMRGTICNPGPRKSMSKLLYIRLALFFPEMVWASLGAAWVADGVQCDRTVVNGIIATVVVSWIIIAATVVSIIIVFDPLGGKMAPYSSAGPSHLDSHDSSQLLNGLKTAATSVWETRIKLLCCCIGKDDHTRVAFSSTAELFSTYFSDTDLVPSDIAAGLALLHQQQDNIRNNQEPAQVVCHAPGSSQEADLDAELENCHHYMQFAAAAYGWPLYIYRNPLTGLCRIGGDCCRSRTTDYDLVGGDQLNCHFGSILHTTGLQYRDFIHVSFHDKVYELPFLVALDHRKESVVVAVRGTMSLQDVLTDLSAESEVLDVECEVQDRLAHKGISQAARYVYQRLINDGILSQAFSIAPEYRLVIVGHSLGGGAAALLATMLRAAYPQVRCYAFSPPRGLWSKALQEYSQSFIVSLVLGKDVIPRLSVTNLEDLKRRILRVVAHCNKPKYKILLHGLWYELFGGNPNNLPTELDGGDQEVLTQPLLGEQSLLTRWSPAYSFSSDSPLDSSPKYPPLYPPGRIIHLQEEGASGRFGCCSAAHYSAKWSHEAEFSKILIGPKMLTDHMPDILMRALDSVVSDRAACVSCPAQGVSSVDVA
* = called active by the depositor; . = no result given. Hits appear at their usual frequency; any-hit rate near 2.3%.

SMILES	PKA-R1A activ	AddAB inh	HTR5A inv ag	PKA-R2B activ	phage Ecoli inh	E coli growth	Mot1-301 SUMO	CDK5 inh	HTR5A ag ctr	Tat transport	DAGLB inh
CC(C)c1ccc(N(C(=O)c2csnn2)C(C(=O)NC2CCCC2)c2ccncc2)cc1 (stereo unspecified)	-8	1.4	-24	-3	2.6	0.4	-20	1.2	8	-4	1
Cc1cc(C(=O)N2CCCC(N3CCN(c4ccccc4C)CC3)C2)n(C)n1 (stereo unspecified)	-13	-1.0	-8	0	1.2	-1.8	42	-0.9	-1	-8	0
CCOC(=O)CCCNC(=O)CCNC(=O)c1ccc(OC(C)C)cc1	7	-0.1	14	2	1.5	0.1	-1	1.2	2	5	1
COC(=O)/C(=C/c1ccc2c(c1)c1ccccc1n2C)NC(=O)c1ccccc1	-1	0.3	-7	4	6.7	-2.2	-16	-0.3	-4	-2	3
c1ccc(OCc2nc3ccccc3s2)cc1	4	1.4	-3	12	3.2	-2.3	17	0.1	0	-5	-5
O=C(N[C@@H](Cc1ccccc1)C(=O)OCc1ccccc1)c1nc[nH]c1C(=O)N[C@@H](Cc1ccccc1)C(=O)OCc1ccccc1	-4	-1.1	-4	-12	0.5	1.3	-14	-0.8	-3	2	-5
COc1ccc(OCCn2c(N)nc3ccccc32)cc1	0	5.7	1	0	5.2	5.1	10	-0.6	0	-7	1
CCCCNC(=O)c1c(O)c2cccc3c2n(c1=O)CCC3	-11	0.6	-11	5	5.5	3.6	5	0.4	1	-2	1
Cc1c(CC(=O)O)c(=O)oc2c(C)c(OCc3ccc(F)cc3Cl)ccc12	2	3.0	6	6	-1.5	-0.5	2	1.2	-2	-3	0
Cc1ccc(-c2ccc(/C=N/NC(=O)Cc3nnc(N)s3)o2)cc1Cl	-3	2.0	24	-4	2.6	-2.2	10	0.3	-2	-6	6
COc1ccc(C(NC(=O)CNC(C)=O)C(=O)Nc2ccc3c(c2)OCCO3)cc1 (stereo unspecified)	-1	1.1	8	-5	3.2	-2.6	-5	-8.6	0	4	1
c1cc2c(cc1-c1[nH]ncc1CN1CC3C[C@@H]4CC1C[C@H](C3)C4)OCO2	-2	2.8	-13	-1	3.6	2.0	-23	-0.3	5	-2	1

Grouped by structure: those above with sulfur
SMILES	PKA-R1A activ	AddAB inh	HTR5A inv ag	PKA-R2B activ	phage Ecoli inh	E coli growth	Mot1-301 SUMO	CDK5 inh	HTR5A ag ctr	Tat transport	DAGLB inh
CC(C)c1ccc(N(C(=O)c2csnn2)C(C(=O)NC2CCCC2)c2ccncc2)cc1 (stereo unspecified)	-8	1.4	-24	-3	2.6	0.4	-20	1.2	8	-4	1
c1ccc(OCc2nc3ccccc3s2)cc1	4	1.4	-3	12	3.2	-2.3	17	0.1	0	-5	-5
Cc1ccc(-c2ccc(/C=N/NC(=O)Cc3nnc(N)s3)o2)cc1Cl	-3	2.0	24	-4	2.6	-2.2	10	0.3	-2	-6	6

Continued.
SMILES	PKA-R1A activ	AddAB inh	HTR5A inv ag	PKA-R2B activ	phage Ecoli inh	E coli growth	Mot1-301 SUMO	CDK5 inh	HTR5A ag ctr	Tat transport	DAGLB inh
Cc1cc(-n2c(SCC(=O)NCCC3=CCCCC3)nc3n[nH]c(C)c3c2=N)ccc1Cl	-5	2.2	-47	-1	3.8	-2.2	-6	-0.1	31*	-2	-3
CCOc1cc2[nH]c(=O)n(CCCCC(=O)NC3CCCCCC3)c(=O)c2cc1OCC	-1	0.1	6	1	4.3	-0.3	15	0.1	0	-1	0
Cc1c(C(=O)NCc2ccc3c(c2)OCO3)oc2ccc(S(=O)(=O)N3CCC(C)CC3)cc12	-7	0.4	-25	1	.	0.0	6	0.0	2	-3	-4
O=C(CCC(=O)NNC(=S)Nc1ccccc1)NCc1ccccc1	11	-2.2	20	-9	3.0	0.8	-11	0.3	0	2	3
COc1cc2c(cc1O)CCN(C(=O)CSc1nncn1C)[C@@H]2C	0	0.8	-19	0	3.5	-0.7	-2	-1.6	5	5	2
COc1ccc(Oc2cc(C)nc(Cl)n2)nn1	-15	1.4	13	0	3.3	0.2	-5	0.7	5	-20	1
O=C(Nc1cccc(F)c1)N1CCN(C/C=C/c2ccccc2)CC1	7	0.5	21	4	3.2	-1.8	6	.	13	-2	-1
CC1CCCC(NC(=O)C2CCN(S(=O)(=O)c3cnc[nH]3)CC2)C1C (stereo unspecified)	0	0.9	7	-2	4.0	-0.9	-16	0.4	1	-8	1
O=C(CCS(=O)(=O)c1cccc2nsnc12)N1CC(=O)N(CCc2ccccc2)C(=O)C1	1	0.8	-3	-4	4.0	-1.3	-27	0.6	2	6	-2
Cc1ccccc1NC(=O)NC1(C(=O)N2CCC(C(N)=O)CC2)CCCCC1	2	1.6	-1	-3	2.9	0.6	17	-1.9	0	-3	1
Brc1ccccc1OCCOc1cccc2cccnc12	4	4.2	0	13	1.9	1.0	78	-1.3	0	0	-73
Cc1nn2c(NCCCN3CCOCC3)c3c(nc2c1-c1ccccc1)CCC3	-12	1.1	-10	-6	1.4	1.2	27	0.3	0	3	-3
COCCn1c(C)cc(/C=C2/NC(=O)N(c3cccc(Cl)c3)C2=O)c1C	5	-0.8	18	0	1.7	-2.5	9	-0.1	-4	-6	9
COc1ccc(CNC(=S)N2CCN(S(=O)(=O)c3cccc(F)c3)CC2)cc1	-6	1.8	-7	-2	1.0	0.3	1	-1.0	-4	-2	-1
COc1cccc(C(C(=O)NCC2CCCO2)N(C(=O)Cn2nnc3ccccc32)c2ccccc2C(C)=O)c1OC (stereo unspecified)	-9	3.4	-13	4	0.8	-1.8	-16	0.1	5	-9	-2
Cc1cc(Cl)ccc1OCC(=O)Nc1nc(-c2cccnc2)cs1	-10	0.3	5	-5	2.8	0.2	14	-1.5	-4	0	1
COc1ccc(C(=O)Nc2cc(C)on2)cc1	-7	3.9	-6	-6	1.9	0.9	-11	2.1	0	-14	0
Cc1ccc2nc(SCC(=O)c3c(C)[nH]c4ccccc34)[nH]c2c1	-12	8.4	-4	3	1.2	5.8	11	-0.5	3	3	-2
CCC(CO)NC1=CC(=O)CCC1 (stereo unspecified)	0	0.7	7	2	1.4	-1.8	8	-3.1	2	-6	-2
Cc1nc2ccccc2c(C)c1C(=O)c1ccccc1	5	-0.7	-22	-3	4.9	0.4	-2	-1.3	3	-2	-4
Cc1ccc(NC(=O)COC(=O)C2CC3C=CC2C3)cc1S(=O)(=O)N1CCCCC1 (stereo unspecified)	-12	-0.3	-17	-25	2.0	-0.2	.	-2.6	1	1	-2
O=C(O)COn1c(-c2ccccc2)nc2ccc(Cl)cc21	1	3.0	-11	-7	7.9	0.9	-4	-1.8	4	2	-2
Cc1ccc(NS(=O)(=O)c2c(C(=O)N3CCCCCC3)c(C)n(C)c2C)c(C)c1	12	4.4	-8	11	1.1	-0.5	19	-0.3	-4	3	1
CCCC(=O)Nc1cccc(NC(=O)CN2CCN(c3ccccc3OC)CC2)c1	-13	.	-10	5	0.9	.	.	0.3	-1	-6	-4
O=C(CSc1nc2ccccc2s1)Nc1ccc(C(=O)O)cc1	9	-0.1	-20	5	2.8	0.1	209	-0.1	7	-1	0
NC(=O)c1ccc(C(F)(F)F)n(Cc2ccc(F)c(F)c2)c1=O	7	0.0	-11	-6	1.6	-0.6	0	0.5	4	8	-1
CCOc1ccc(-c2csc(NC(=O)C3CCCO3)n2)cc1 (stereo unspecified)	-10	3.1	4	2	2.5	3.0	75	0.6	0	-2	1
O=C(NCC(c1cccnc1)N1CCOCC1)c1ccco1 (stereo unspecified)	1	-3.9	5	-2	2.2	-3.0	-10	0.3	-2	-6	-2
CCOC(=O)N1CCN(C(=O)CCc2ccc(S(=O)(=O)NC(C)(C)C)cc2)CC1	3	.	-6	10	1.0	.	213	-0.9	2	12	1
O=[N+]([O-])c1cccc(-c2nc3ccccc3s/c2=N/O)c1	-4	1.7	3	-2	0.8	-1.9	24	0.0	-1	16	-5
CN(C)c1ccc(C(=O)Nc2cc(C(F)(F)F)ccc2-n2cncn2)cc1	-7	1.4	-4	-8	1.4	0.5	-2	-1.5	-3	-7	-1
Cc1cccc(NC(=S)N2CCCCC2c2cccnc2)c1C (stereo unspecified)	4	3.0	-7	-5	3.2	2.0	137	-3.9	-1	4	0
CC(=O)Nc1ccc(C(=O)OCC(=O)NC2CCCCCCC2)cc1	4	0.1	-1	9	4.6	-0.3	-7	-3.3	0	-15	3
O=C(Cn1cnc2c(nnn2-c2ccc(F)cc2)c1=O)N1CCCc2ccccc21	-2	-0.9	-7	-7	2.2	-0.2	-9	2.5	-5	4	1
COc1cccc(C(C(=O)NCC2CCCO2)N(CC2CCCO2)C(=O)CN2C(=O)c3ccccc3S2(=O)=O)c1 (stereo unspecified)	0	2.2	12	5	1.6	2.6	5	-5.0	-5	1	-1
CN(C)c1ccc(C(CNC(=O)COc2ccc(Cl)cc2)N2CCCC2)cc1 (stereo unspecified)	-14	3.0	1	1	-0.4	1.6	213	.	0	6	0
O=C(O)CSCNC(=O)CC12CC3CC(CC(C3)C1)C2	-2	-2.2	-12	4	2.3	-3.6	4	0.0	5	0	-2
CCOC(=O)N1CCC(NC(=O)c2cc(C(=O)NCc3cccc(Cl)c3)ccc2CO)CC1	2	-1.3	-2	-18	2.7	-1.9	243	-0.2	3	-2	-1
COC(=O)[C@H](CCSC)NC(=O)Cn1cnc2c(OCc3ccccc3)ncnc21	8	0.5	.	2	0.0	-0.5	-5	-0.2	.	-16	-2
Cc1nc2ccc(-c3nc4cc(N)ccc4o3)cc2[nH]1	-8	-5.2	-4	3	1.7	1.0	-12	0.7	0	9	3
COc1ccc([C@H]2CC(=O)C=C(c3cccc(Cl)c3)C2)cc1OC	-4	0.9	1	-2	0.8	-0.2	-5	-0.1	-3	6	0
CC1CCCCC1NC(=O)c1ccc(NC2=NC3CS(=O)(=O)CC3S2)cc1 (stereo unspecified)	-12	2.7	2	-7	-2.9	1.6	-29	1.3	0	0	0
COc1cc2c(cc1OC)C(C)N(C(=O)Nc1ccc(F)cc1)CC2 (stereo unspecified)	-12	3.2	7	-14	-0.1	2.1	2	0.4	-2	-2	3

Compound profiles, from the list above. Values in the order: PKA-R1A activ	AddAB inh	HTR5A inv ag	PKA-R2B activ	phage Ecoli inh	E coli growth	Mot1-301 SUMO	CDK5 inh	HTR5A ag ctr	Tat transport	DAGLB inh
COC(=O)[C@H](CCSC)NC(=O)Cn1cnc2c(OCc3ccccc3)ncnc21 is listed with 8	0.5	.	2	0.0	-0.5	-5	-0.2	.	-16	-2
CC1CCCCC1NC(=O)c1ccc(NC2=NC3CS(=O)(=O)CC3S2)cc1 (stereo unspecified) is listed with -12	2.7	2	-7	-2.9	1.6	-29	1.3	0	0	0
